# HEK293 NFkB inh = lowers PMA/ionomycin-induced NF-kB signal in HEK293 cells | hit rate 0.21% among 62,000 | HEK-293 NF-kB luciferase reporter, luminescence | inhibition, % at 3 µM;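 active = inhibition above the mean of all tested compounds plus 3 SD, cut at about 40% in these data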;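 note: 0% = stimulated DMSO wells and 100% = 10 µM reference inhibitor 5653914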
#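 Material: HEK-293 cells with stable firefly luciferase reporter driven by four HIV NF-kB elements / Also added: PMA plus ionomycin mix as NF-kB-activating stimulus / Compound dosing: 3 µM once, 0.30% DMSO / Times: 1 h pretreatment, 16 h stimulation, 37 °C / Signal: luminescence / Evaluation: per-plate % inhibition versus controls / Benchmarks: DMSO and 10 µM reference inhibitor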
# S1P3 agonist = S1P3 (human) receptor agonism; S1P3 NFAT-BLA reporter cells, FRET ratio; relative to 1 µM S1P, basal subtracted; hit rate 0.1% among 60,000; activation, % at 4.5 µM; Q99500;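 active = activation above the screen-wide mean plus 3 SD, cut at about 4.5% in these data, passing the limit was not always enough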; note: some compounds called inactive have numbers as strong as hits
#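 Material: Human S1P3 NFAT-BLA reporter CHO cells | Incubation: Overnight plating, 4 h compound 37 °C, 2 h substrate RT | Signal: FRET β-lactamase substrate fluorescence, excitation 405 nm, 460/535 nm emission ratio, background-subtracted | Compound: 4.5 µM final, single dose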
# S1P1 ag-PAM = agonists and agonism potentiators of human S1P1 receptor; P21453; S1P1 CRE-bla cells, forskolin, beta-lactamase FRET, potentiator mode; S1P1 agonist co-added at EC20, 2 nM; 100% = saturating reference agonist, 0% = basal; activation, % at 9.5 µM; hit rate 0.57% among 56,000; AID 449;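 active = activation above a cutoff set at the mean activation of all tested compounds plus 3 SD, cut at about 54% in these data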;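 note: forskolin at 4 µM as EC80 and the EC20 agonist is SEW2871; 100% = SEW2871 at its EC100 plus forskolin at EC80; some compounds past the cut are filed as inactive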
# Target sequence (P21453 whole entry, looked up): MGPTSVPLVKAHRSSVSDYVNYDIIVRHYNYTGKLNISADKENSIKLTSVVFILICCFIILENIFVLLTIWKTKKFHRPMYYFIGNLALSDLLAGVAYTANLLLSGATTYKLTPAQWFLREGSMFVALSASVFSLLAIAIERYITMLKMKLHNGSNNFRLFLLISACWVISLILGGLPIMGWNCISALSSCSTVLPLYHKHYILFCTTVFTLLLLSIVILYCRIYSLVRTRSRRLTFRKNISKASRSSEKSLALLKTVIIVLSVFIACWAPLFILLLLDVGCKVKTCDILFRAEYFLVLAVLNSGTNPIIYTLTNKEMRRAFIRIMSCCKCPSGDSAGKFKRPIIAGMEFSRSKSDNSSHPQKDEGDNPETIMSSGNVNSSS
# Jurkat viability = reduces viability or proliferation of Jurkat cells | Jurkat E6.1 viability, ATP luminescence, 48 h | inhibition, % at 4 µM | hit rate 1.2% among 56,000;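 active = inhibition above the mean inhibition of all tested compounds plus 3 SD, cut at about 28% in these data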
# HER2 expr 66K = lowers expression of human Her2 kinase | P04626 | SKBR-3 HER2 protein level, AlphaScreen, 18-24 h; stronger effect = lower value | HER2 level % of control, % at 10 µM | hit rate 0.69% among 65,000 | AID 645;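 active = HER2 level under 5% of the carrier-only control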;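 note: 100% = DMSO carrier and 0% = 500 nM PU-H71 HSP90 inhibitor; lower value means stronger loss of Her2 protein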
# M1 agonist = M1 muscarinic receptor agonism; hit rate 3% among 64,000; CHO-M1 cells, Fluo-4 calcium fluorescence, agonist mode; stronger effect = higher value; B-score at 10 µM;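 active = fluorescence rise, raw or as B-score row- and column-corrected plate score, outside the 99.7% band of its plate's samples, either direction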
# HTR1E agonist = agonists of human 5-HT1E serotonin receptor. CHO 5-HT1E Ga15 NFAT-bla reporter, FRET; 0% DMSO wells, 100% control agonist wells. hit rate 0.69% among 65,000. P28566. activation, % at 6 µM;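 active = activation above a set limit, the screen-wide mean activation plus 3 SD, cut at about 8.5% in these data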;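 note: 100% = positive control agonist at 1 µM giving full maximal response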
# Target sequence (P28566 whole entry, looked up): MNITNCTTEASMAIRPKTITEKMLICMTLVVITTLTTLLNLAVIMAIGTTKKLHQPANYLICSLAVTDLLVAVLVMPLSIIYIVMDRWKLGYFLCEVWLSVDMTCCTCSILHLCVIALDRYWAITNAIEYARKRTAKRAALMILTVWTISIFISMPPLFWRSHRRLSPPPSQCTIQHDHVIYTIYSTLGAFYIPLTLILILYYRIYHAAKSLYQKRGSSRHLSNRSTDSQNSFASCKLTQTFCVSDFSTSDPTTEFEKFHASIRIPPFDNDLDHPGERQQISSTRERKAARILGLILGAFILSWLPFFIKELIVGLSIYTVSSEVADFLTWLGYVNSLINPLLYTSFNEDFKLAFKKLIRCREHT
# M1 antag = antagonists of rat M1 muscarinic receptor. CHO-M1 cells, Fluo-4 calcium, ACh EC80 antagonist mode; stronger effect = lower value. B-score at 10 µM. P08482. hit rate 3.4% among 64,000. AID 628;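 active = calcium fluorescence response, raw or row-and-column corrected B-score, differing from the plate sample mean either way at a set confidence level, mostly lower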
# HTR1E antagonist = blocks the human 5-HT1E serotonin receptor; hit rate 0.99% among 65,000; CHO 5-HT1E Ga15 NFAT-bla reporter, FRET, antagonist; AID 571; inhibition, % at 6 µM; P28566;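 active = inhibition above a set limit, the mean inhibition across every tested compound plus 3 SD, cut at about 29% in these data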;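 note: signal is the 460 over 535 nm emission ratio of beta-lactamase substrate; 0% = agonist plus DMSO wells and 100% = wells without agonist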
# * marks the source's active call; other numbers are inactive results; . = no result given. This is a random part of the collection. About 9.2% of those tested had a hit in this group.
# The line under a structure holds: HEK293 NFkB inh	S1P3 agonist	S1P1 ag-PAM	Jurkat viability	HER2 expr 66K	M1 agonist	HTR1E agonist	M1 antag	HTR1E antagonist
Cc1ccc(SC(C)C(=O)Nc2ncn[nH]2)cc1 (centres undefined)
  3	-0.7	-27	-1	99	1.1	0.3	1.1	2
CCc1cccc(CC)c1N(COC)C(=O)Cn1c(C(C)O)nc2ccccc21 (centres undefined)
  18	0.5	-8	-15	90	-0.037	-0.2	0.75	-4
Cc1ccc(-c2nc3cc(N)ccc3o2)c(C)c1
  -50	0.3	-13	9	67	2	0.3	-0.54	-10
CCOC(=O)Nc1ccc2c(c1)nc(CN1CCOCC1)n2C
  7	-0.9	.	-1	80	-0.13	0.4	0.33	5
O=C1CCCC2=C1C(c1cn(-c3ccccc3)nc1-c1cccs1)c1c([nH]c(=O)[nH]c1=O)N2 (centres undefined)
  8	.	.	.	112	-0.19	0.1	0.084	-8
COc1ccc(Cl)cc1S(=O)(=O)n1nnc2ccccc21
  4	-0.4	-15	-8	78	1.2	-1.1	-0.11	-7
CC1CC(C)CN(c2ncc3c(n2)CC(c2ccc(Cl)cc2)CC3=O)C1 (centres undefined)
  16	0.6	20	-10	73	-1.2	-0.2	-1.5	-19
Cn1c2c(c(=O)n(C)c1=O)CN(CCN1CCNCC1)CN2
  3	0.0	-18	-1	113	0.46	0.7	-0.0045	-6
O=C(CCCOc1ccccc1)Nc1cccc(C(=O)O)c1
  8	-1.5	2	6	93	-0.13	0.9	-0.033	-4
O=C(CNC(=O)c1cccs1)NCCN1CCN(Cc2ccccc2)CC1
  0	1.3	8	-6	105	0.6	1.8	0.063	0
c1ccc(-c2ccc(CN3CCN(c4ncccn4)CC3)cc2)cc1
  7	-1.1	12	1	109	-0.63	-0.3	-1.1	-9
COc1ccc(Cl)cc1NC(=O)c1c(-c2ccccc2)noc1C
  3	-0.6	.	3	57	-0.32	-0.1	1.3	-3
COC(=O)C1(S(=O)(=O)c2cccc3nsnc23)CC1
  2	-1.1	-7	7	113	-0.35	-0.1	-0.14	6
CC(C)(C)C(=O)CCN1C(=O)C2(OCCO2)c2ccccc21
  14	-0.3	-4	-3	99	0.37	0.8	-0.75	0
O=C(CSc1nnc(Cn2c(=O)sc3ccccc32)n1CCc1ccccc1)N1CCOCC1
  25	-0.6	-13	0	91	-0.11	0.1	0.3	-3
O=C(CCn1nnc(-c2cccs2)n1)N1CCc2ccccc2C1
  4	-0.8	1	-7	76	-0.23	-0.5	0.88	2
CN1C(=S)SC(/[N+]([O-])=C\c2cccs2)C1(C)C (centres undefined)
  12	-1.0	-12	9	83	0.68	0.0	-8*	0
Cc1cc(C(=O)NC2CCCc3ccccc32)no1 (centres undefined)
  6	-1.0	18	-5	146	-0.33	-1.2	-0.073	-1
Cc1ccc(C(N)=O)cc1S(=O)(=O)Nc1cccc(C)c1C
  6	-0.1	15	-6	94	-0.86	0.5	0.7	-4
O=C(c1nc2n(n1)C(c1ccc(Cl)cc1)C=C(c1ccccc1)N2)N1CCOCC1 (centres undefined)
  7	-0.2	.	-4	100	46*	-0.7	0.033	42*
CNC(=O)c1cc(S(=O)(=O)N(C)C)ccc1Cl
  5	-1.3	.	-7	116	0.37	0.1	-0.24	-2
COC(=O)c1sc(S(=O)(=O)N2CCN(c3ccccc3)CC2)c(C(=O)OC)c1C
  16	0.0	-23	5	-30*	-0.033	-0.9	0.4	6
CCCCN(CCCC)Cc1ccc(N)cc1
  -1	-0.7	-5	-8	111	0.43	-0.1	-0.12	-14
O=c1cc(-c2ccccc2)nc2nc(CCc3ccccc3)[nH]n12
  4	-0.9	4	7	89	0.39	-0.3	-0.35	-4
COCCNc1nc(C(C)(C)C)nc2c1nnn2Cc1ccccc1Cl
  -3	.	.	.	-25*	-0.42	0.1	-0.16	4
Cc1csc(NC(=O)CCS(=O)(=O)c2ccc(Br)cc2)n1
  1	-1.0	-20	-2	89	2	0.7	-0.24	-1
COc1cc(C2CC(=O)NC(SCC(=O)Nc3ccccc3C)=C2C#N)ccc1O (centres undefined)
  10	-1.4	-17	3	76	-0.96	0.7	0.42	4
Cc1cc(C)c(C#N)c(SCC(=O)NC2CC2)n1
  .	-3.2	-19	.	83	0.045	-0.9	-0.72	-5
O=C(CCCSc1nc2ccccc2[nH]1)Nc1nnc(-c2ccccc2)o1
  0	0.0	11	-3	104	0.52	0.8	0.014	13
O=C(CCCOc1ccccc1)Nc1nnc(C2CCCO2)s1 (centres undefined)
  21	.	.	.	70	-0.23	-1.5	-0.38	12
COc1ccc(S(=O)(=O)N2CCC(C(N)=O)CC2)cc1
  11	-0.8	-9	2	98	1	0.5	0.81	-4
Cc1ccc2nc(C3CCCN(C(=O)NCc4ccccc4)C3)[nH]c2c1 (centres undefined)
  14	-0.3	8	10	83	0.69	0.0	-0.34	-15
Cc1cnc(C(=O)Nc2ccc(-n3cnnn3)cc2)cn1
  -1	0.1	-14	-2	81	0.13	-1.1	-0.24	-12
CCOC(=O)c1c2c(c(=S)n(-c3ccccc3)c1N)CCC2
  .	-1.7	-32	.	108	-0.095	-1.0	-0.92	17
CCOC(=O)N1CCN(c2c(Nc3cc(C)[nH]n3)c(=O)c2=O)CC1
  5	0.8	-14	-4	86	-0.13	-0.1	-0.0087	2
CCOc1cc(C(=O)N2CCN(c3ccccc3)CC2)cc(OCC)c1OCC
  18	-0.7	-21	6	120	0.83	0.0	-0.24	4
Cc1cccc(N(C)C(=O)c2cc3cc4ccc(C)cc4nc3o2)c1
  14	-1.4	6	10	57	1.1	0.0	0.7	0
CN(C)c1ccc2c(O)cc(=O)n(C)c2c1
  13	.	.	.	69	-0.32	-0.3	0.55	-4
CC1=C(C(=O)OC(C)C)C(c2ccncc2)n2ncnc2N1 (centres undefined)
  -13	0.7	2	-10	88	0.17	0.8	0.26	-13
CC(=O)c1cccc(NC(=O)CN(Cc2ccccc2)S(C)(=O)=O)c1
  17	-0.3	12	0	141	-0.016	-0.5	0.15	-2
COc1ccc(OC)c(NC(=O)C2CCCCC2C(=O)O)c1 (centres undefined)
  6	-0.4	-12	3	82	-0.19	15*	0.082	-5
COc1ccc(Cl)cc1NC(=O)c1ocnc1C
  -6	.	.	.	89	0.71	-0.6	-0.2	5
C=C(C)CC1Nc2ccccc2NC1CC(=C)C (centres undefined)
  1	-0.3	.	-2	133	-0.55	-0.2	-1.6	0
O=C(O)CCc1cc(I)c(Oc2ccc(O)c(I)c2)c(I)c1
  .	-3.3	1	.	84	5.8	-0.3	0.27	15
COc1cc(C)c(CNc2ccc(OC)c(OC)c2)cc1C
  6	-0.2	-35	0	92	0.019	-0.4	-0.052	0
CCOC(=O)c1ccc(NC(=O)C2=C(C)Nc3nc(CCCO)nn3C2c2ccc(OC)cc2)cc1 (centres undefined)
  -1	-0.1	-4	5	109	-0.066	-0.5	0.79	-3
COc1ccc(CCNC(=O)Cn2cnc3c(nnn3Cc3ccc(C)cc3)c2=O)cc1OC
  -5	0.4	9	-4	106	-0.15	0.3	-1.2	2
CCN(CC)c1ccc2c(C)c(CN3CCOCC3)c(=O)oc2c1
  -1	1.8	-65	-2	76	7.1*	5.5	-2.9*	-16
Cc1ccc(-c2nnc(-c3ccc(Br)cc3)o2)o1
  -32	-0.9	-19	3	103	-1.2	0.2	0.044	-1
O=C1OCc2cc(NS(=O)(=O)c3cccs3)ccc21
  7	-0.2	-20	4	111	0.39	-0.4	0.61	-2
CCc1ccc(NC2=NCC(=O)N2c2ccc3c(c2)OCCO3)cc1
  17	0.5	-5	1	108	.	0.2	.	-4
COCCn1nnnc1C(c1ccc(OC)cc1OC)N1CCN(c2ccccc2)CC1 (centres undefined)
  14	-0.7	6	2	104	-0.72	0.1	-0.21	-2
CC1(C)CC(NC(=O)C(F)(F)F)CC(C)(C)N1OC(=O)c1ccco1
  8	-0.8	5	-5	95	.	-0.3	.	-5
COc1ccc2c(c1)c1ncn(Cc3ccco3)c(=O)c1n2C
  20	0.9	4	4	95	1.2	0.3	-0.0012	14
Cc1ccc(NC(=O)CS(=O)CC(=O)Nc2ccc3c(c2)OCO3)cc1Cl (centres undefined)
  16	-0.7	-2	3	81	-0.0034	-1.0	0.88	13
CC(=O)Nc1nc(C(=O)Nc2c(C)n[nH]c2C)cs1
  25	-0.2	-3	-6	99	0.63	0.4	-2.9*	-9
Cc1nnc(SCC(=O)Nc2ccccc2NC(=O)CSc2nnc(C)s2)s1
  2	-1.4	.	1	142	-0.74	-0.3	-0.23	5
CCCOc1ccc(Cl)cc1CN1CCOCC1
  .	-3.1	-9	.	120	1.6	0.1	0.68	16
Cc1ccc(-c2c3c([nH]c(=S)c2C#N)CCCC3)o1
  12	-1.0	-24	-1	131	-2.4	-0.1	0.61	2
COc1cc(C(=O)N2CCN(C(=O)COc3ccc4ccccc4c3)CC2)cc(OC)c1OC
  2	-1.7	10	6	99	-0.72	-0.3	0.018	-5
CCCCOc1ccc(NC2=NC3(CCCC3)N=C(N)N2)cc1
  -2	-0.1	.	5	108	0.22	-0.3	-3*	-7
Cc1ccc(S(=O)(=O)Nc2ccc(Br)cc2/C=N/n2cnnc2)cc1
  10	-1.5	38	11	78	1.3	-0.1	-0.54	8

# An excerpt from above in order of molecular weight, smallest number first.
# The line under a structure holds: HEK293 NFkB inh	S1P3 agonist	S1P1 ag-PAM	Jurkat viability	HER2 expr 66K	M1 agonist	HTR1E agonist	M1 antag	HTR1E antagonist
Cc1ccc(-c2c3c([nH]c(=S)c2C#N)CCCC3)o1
  12	-1.0	-24	-1	131	-2.4	-0.1	0.61	2
COc1ccc(OC)c(NC(=O)C2CCCCC2C(=O)O)c1 (centres undefined)
  6	-0.4	-12	3	82	-0.19	15*	0.082	-5
CCOc1cc(C(=O)N2CCN(c3ccccc3)CC2)cc(OCC)c1OCC
  18	-0.7	-21	6	120	0.83	0.0	-0.24	4
O=C(O)CCc1cc(I)c(Oc2ccc(O)c(I)c2)c(I)c1
  .	-3.3	1	.	84	5.8	-0.3	0.27	15

# HTR1E antagonist: hit marks shown above.
mol | HEK293 NFkB inh | S1P3 agonist | S1P1 ag-PAM | HER2 expr 66K | M1 agonist | HTR1E agonist | M1 antag | HTR1E antagonist
O=C(c1nc2n(n1)C(c1ccc(Cl)cc1)C=C(c1ccccc1)N2)N1CCOCC1 (centres undefined) | 7 | -0.2 | . | 100 | 46* | -0.7 | 0.033 | 42*
